# D2 antagonist = antagonizes the human D2 dopamine receptor; 2% of 340,000 active; inhibition, % at 10 µM; HEK293 TREx D2 cells, calcium flux, dopamine EC80; in the data active = inhibition above about 30%; also: 0% is about no effect
#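 Inhibition of EC80 dopamine-driven calcium flux, recorded kinetically, defines activity here; cells are a tetracycline-induced HEK293 T-REx line expressing force-coupled D2.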
# D1 potentiator = enhances dopamine response at the human D1 receptor. P21728. HEK293 TREx D1 cells, calcium flux, dopamine EC20 potentiation. potentiation, % at 10 µM. 0.036% of 360,000 active; in the data active = potentiation above about 30%; also: 0% is about no effect
# Target sequence (P21728 whole entry, looked up): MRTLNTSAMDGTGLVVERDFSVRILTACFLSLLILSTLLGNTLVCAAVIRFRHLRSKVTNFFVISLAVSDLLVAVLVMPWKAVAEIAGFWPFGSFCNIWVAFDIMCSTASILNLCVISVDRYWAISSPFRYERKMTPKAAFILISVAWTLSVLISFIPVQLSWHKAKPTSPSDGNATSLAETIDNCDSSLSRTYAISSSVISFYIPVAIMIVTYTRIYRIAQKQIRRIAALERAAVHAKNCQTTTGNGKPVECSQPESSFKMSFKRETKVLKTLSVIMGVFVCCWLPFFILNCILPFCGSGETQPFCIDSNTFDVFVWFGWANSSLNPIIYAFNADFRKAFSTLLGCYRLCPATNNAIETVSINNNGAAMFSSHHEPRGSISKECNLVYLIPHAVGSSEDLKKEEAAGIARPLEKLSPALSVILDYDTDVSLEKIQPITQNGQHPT
# RXFP1 antag = RXFP1 (human) relaxin receptor antagonism. Q9HBX9. HEK293-RXFP1, relaxin-stimulated cAMP HTRF, 30 min; hits give low values. activity change, negative = inhibition, % at 57.5 µM. 0.59% of 350,000 active. AID 1259400;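 active = activity change of -60% or lower, but not beyond a set lower limit; inconclusive = change between -60% and -40%, or beyond the set limit; inactive = change above -40%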; also: % is scaled to controls: 0 for no effect and ±100 for the full control effect
# D2 potentiator = positively modulates the human D2 dopamine receptor allosterically | HEK293 T-REx D2, calcium flux, EC20 dopamine potentiation | AID 485347 | 0.34% of 340,000 active | P14416 | potentiation, % at 10 µM;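 active = potentiation over 3 SD above the plate norm, cut at about 30% in these data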; also: 0% is about no effect
#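 Tetracycline-induced Hek293 Trex D2 cells, force-coupled to calcium, loaded with no-wash calcium dye. Compound added with 180 s kinetic read for agonism, then EC20 dopamine and a further 180 s read for potentiation.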
# D1 antagonist = antagonists of human D1 dopamine receptor | P21728 | HEK293 TREx D1 cells, calcium flux, dopamine EC80; hits give low values | activity change, negative = inhibition, % at 10 µM | 3.2% of 360,000 active; in the data active = activity change below about -30%; also: % is scaled to controls: 0 for no effect and ±100 for the full control effect
#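 Inducible Hek293 Trex D1 cells (tetracycline, overnight, 30 C). Calcium dye 30–90 min RT. Antagonist mode: EC80 dopamine added after 180 s compound read.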
# D1 ag = agonists of human D1 dopamine receptor. activation, % at 2 µM. AID 504660. P21728. HEK293 T-REx D1 cells, calcium flux, agonist mode. 1% of 360,000 active; also: 0% is about no effect
#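 Agonism was scored from calcium flux recorded over 180 s (1 read/s) after pintool compound addition, following a 10-cycle baseline. Cells were inducible force-coupled HEK293 TREx D1, plated overnight at 30 C and loaded with no-wash calcium dye.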
# TRHR agonist = agonists of human TRH receptor; P34981; 0.18% of 360,000 active; AID 493084; TRHR cells, calcium flux fluo-8, FDSS agonist mode; activation, % at 2 µM; also: 0% is about no effect
# Target sequence (P34981 whole entry, looked up): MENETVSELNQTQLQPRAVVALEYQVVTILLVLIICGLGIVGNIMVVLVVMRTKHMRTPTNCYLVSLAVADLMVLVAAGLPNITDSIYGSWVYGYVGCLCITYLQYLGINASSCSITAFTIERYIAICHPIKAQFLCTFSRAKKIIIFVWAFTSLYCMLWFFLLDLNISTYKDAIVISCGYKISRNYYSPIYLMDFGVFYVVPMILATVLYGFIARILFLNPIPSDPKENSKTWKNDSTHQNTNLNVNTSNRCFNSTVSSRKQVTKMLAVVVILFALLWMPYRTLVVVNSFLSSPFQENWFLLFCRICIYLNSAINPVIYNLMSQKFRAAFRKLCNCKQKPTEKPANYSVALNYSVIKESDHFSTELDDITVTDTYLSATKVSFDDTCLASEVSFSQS
#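 TRHR-expressing cells, plated overnight in medium with 10% serum, were loaded with fluo-8 calcium dye at room temperature. After a 10 s baseline, library compound was pin-added and calcium release was recorded kinetically (ex 480/em 530) as agonist response.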
# D2 ag = D2 dopamine receptor (human) agonism; P14416; HEK293 T-REx D2 cells, calcium flux agonist mode; activation, % at 2 µM; 0.53% of 340,000 active; AID 485358;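 active = activation over 3 SD above normal in the single-dose calcium agonist read, cut at about 30% in these data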; also: 0% is about no effect
#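 HEK293 Trex D2 cells, tetracycline-induced, o/n 30 C 5% CO2; no-wash Ca dye, RT 30–90 min; 10-cycle baseline, 23 nl cpd added, kinetic Ca read 180 s; agonist hits = positive Ca response.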
# TRHR enhancer = allosteric enhancers of human TRH receptor; 0.66% of 360,000 active; TRHR cells, fluo-8 calcium fluorescence, EC20 TRH enhancement; P34981; enhancement, % at 2 µM; in the data active = enhancement above about 30%; also: 0% is about no effect
#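 TRHR-expressing cells loaded with fluo-8 calcium dye were read kinetically (ex 480/em 530) during compound addition, then stimulated with an EC20 of TRH (10 nM final). Enhancement of the Gq-mediated intracellular calcium response was scored.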
# An asterisk follows results filed as active; ? = inconclusive; / = no result given. Rule as the data show it, unless noted: active = activation above about 30%; inactive = the rest.
SMILES,D2 antagonist,D1 potentiator,RXFP1 antag,D2 potentiator,D1 antagonist,D1 ag,TRHR agonist,D2 ag,TRHR enhancer
CC(CNC(=O)CCc1cn(Cc2ccccc2Cl)c2ccccc12)c1ccccc1 (stereo not drawn),/,1,-12,-5,0,3,0.6,-0.7,3
CC(C)OC(=O)c1cc(C(=O)c2cc(Br)ccc2O)coc1=N,-9,-1,-22,0,4,1,-0.7,-1.3,5
CCC(C)(C)c1ccc(OCCCC[n+]2cccc(C)c2C)c(C(C)(C)CC)c1,-15,-15,-16,2,20,146*,-0.6,1.5,-3
COc1ccc(N(C(=O)c2ccc(S(=O)(=O)N3CCOCC3)cc2)C2C=CS(=O)(=O)C2)cc1 (stereo not drawn),-2,-1,-2,1,-3,2,0.5,-0.3,-4
O=C(O)C1CC=CCC1C(=O)N1CCc2ccccc21 (stereo not drawn),19,-2,6,18,14,0,0.1,0.1,1
Cc1ccc(C(=O)Nc2ccc(NC(=O)c3ccco3)c(C)c2)cc1,10,-5,-12,-2,-8,4,-0.5,-0.2,-4
CCC(=O)N(Cc1cc2c(C)ccc(C)c2[nH]c1=O)C1CCCCC1,-18,5,-20,9,24,1,-0.4,2.4,3
O=C(COc1ccc(Cl)cc1)Nc1ccc(C(=O)NCc2cccnc2)cc1,15,-4,-7,-9,6,10,0.0,-0.2,1
CC(C)CCN(C(=O)Cc1ccccc1F)c1c(N)n(Cc2ccccc2)c(=O)[nH]c1=O,-4,-3,8,9,-55*,1,0.8,0.9,1
COc1ccc(CCNC(=O)CCCCn2c(=O)c3ccccc3n(CC(=O)Nc3ccccc3C)c2=O)cc1OC,/,1,/,-4,7,-1,-0.6,-0.5,-2
COc1ccc(CCNC(=O)C2CCN(C(=O)c3ccc(Br)cc3)CC2)cc1OC,-6,6,-1,8,4,1,-0.5,-0.8,0
Cc1onc(-c2ccccc2)c1C(=O)N1CCCN2C(=O)c3ccccc3C21 (stereo not drawn),25,-7,2,-6,11,0,0.1,-0.7,-1
COC(=O)[C@@]1(Cc2ccc(F)cc2)[C@H]2c3cc(C(=O)N(C)C)n(C[C@H](O)CO)c3C[C@H]2CN1C(=O)c1ccccc1,-4,4,/,-1,-1,-1,0.4,-0.3,4
COc1ccc(OC(C)C(=O)Nc2ccc([N+](=O)[O-])cc2)cc1 (stereo not drawn),7,-2,?,-11,-44*,23,0.9,1.0,20
COc1ccc2[nH]c3c(N4CCC(O)(c5cccc(C(F)(F)F)c5)CC4)ncnc3c2c1,2,-8,-14,-11,5,1,-0.6,-1.7,2
CC1=CC(C)(C)N2C(=O)C3(C(C#N)=C(N)Oc4cc(O)ccc43)c3cccc1c32 (stereo not drawn),-10,-1,-18,-3,-2,0,-0.4,-0.5,32*
O=C(CN1CCCCC1)Nc1cc(Cl)ccc1Cl,-1,0,0,-22,13,1,0.1,-0.4,-4
COc1ccccc1-c1coc2c(CN3CCC(C)CC3)c(O)ccc2c1=O,9,-2,-15,16,-14,1,0.3,-0.7,-6
COC(=O)c1sccc1NS(=O)(=O)c1ccc(OC)cc1,-14,-2,-8,20,1,2,-0.6,-0.5,2
O=C(Nc1ccn(Cc2ccccc2)n1)c1n[nH]c([N+](=O)[O-])c1Cl,-9,-4,4,-2,-4,3,0.0,0.3,17
COc1ccccc1C(=O)NCCc1nc2ccccc2[nH]1,-10,-2,-13,0,-15,5,-0.2,-0.3,1
COc1ccc(/C=N/NC(=O)CCC(=O)Nc2ccccc2)cc1OC,-6,-1,1,1,2,1,-0.1,-0.1,-7
O=C(Nc1cc(Br)ccc1O)c1cc(-c2ccc3c(c2)OCO3)on1,-7,-4,-3,-4,-3,5,1.7,0.4,-2
COc1cccc(NC(=O)CN2C(=O)CSc3ccc(S(=O)(=O)N4CCC(C)CC4)cc32)c1,6,8,1,4,14,1,0.9,1.6,-10
CCC(=O)N1C(C(=O)O)CSC1c1ccc(OC)cc1 (stereo not drawn),/,/,-6,/,-27,0,0.4,/,12
S=C(NCCc1ccc(Cl)cc1)Nc1ccc(Cl)cc1Cl,8,-14,-38,-11,-25,20,0.5,1.7,3
Cc1ccc(NC(=O)CCc2c(C)nn(-c3ccc(N4CCCCC4)nn3)c2C)cc1,-7,-8,8,-5,-16,2,-1.7,0.0,9
CC(=O)c1ccc(N2Cc3ccccc3C3(CCOCC3)C2=N)cc1,-11,-2,-8,4,4,3,-0.3,-1.2,0
COc1ccc(C(CNC(=O)COc2ccc(C)cc2)N2CCCCC2)cc1 (stereo not drawn),/,-2,-8,-26,2,-1,0.5,-1.3,-6
Cc1ccc(S(=O)(=O)Nc2cc(C(=O)O)ccc2N2CCCCC2)cc1,-4,-1,-3,-10,-4,-2,0.0,0.4,-2

# Structural class, those above with a COOH group.
SMILES,D2 antagonist,D1 potentiator,RXFP1 antag,D2 potentiator,D1 antagonist,D1 ag,TRHR agonist,D2 ag,TRHR enhancer
O=C(O)C1CC=CCC1C(=O)N1CCc2ccccc21 (stereo not drawn),19,-2,6,18,14,0,0.1,0.1,1
CCC(=O)N1C(C(=O)O)CSC1c1ccc(OC)cc1 (stereo not drawn),/,/,-6,/,-27,0,0.4,/,12
Cc1ccc(S(=O)(=O)Nc2cc(C(=O)O)ccc2N2CCCCC2)cc1,-4,-1,-3,-10,-4,-2,0.0,0.4,-2

# (further entries)
SMILES,D2 antagonist,D1 potentiator,RXFP1 antag,D2 potentiator,D1 antagonist,D1 ag,TRHR agonist,D2 ag,TRHR enhancer
COc1ccc(-c2coc3cc(OC)cc(OC)c3c2=O)cc1,-15,-3,/,-4,-12,-1,-0.5,-0.3,-5
O=C(COC(=O)/C=C/c1ccc(Cl)cc1Cl)Nc1cc(C(F)(F)F)ccc1N1CCOCC1,3,-3,-7,4,-12,1,0.3,0.4,-3
Cc1ccc(C)c(Cn2c(=O)n(CCCC(=O)NCc3ccc4c(c3)OCO4)c(=O)c3sccc32)c1,/,-1,-6,-3,-2,2,-0.7,/,3
CCOc1cccc(/C=N/NC(=S)Nc2cc(S(=O)(=O)N3CCOCC3)ccc2N2CCOCC2)c1O,-9,7,29,3,-26,6,-1.1,-0.7,9
CCOc1ccccc1CN1CCCC(CNC(=O)Cc2ccc(OC)cc2)C1 (stereo not drawn),14,-8,2,-17,-10,1,-0.4,/,-3
COCCOC1CCN(C(=O)c2cc(COc3ccc(-n4cncn4)cc3)on2)CC1,16,2,0,15,-4,5,-0.3,-0.2,14
CC(C)(C)OC(=O)CNC(=O)c1nc[nH]c1C(=O)N1CCc2ccccc2C1,-6,-4,/,1,-7,1,-0.4,0.6,3
O=C(NCc1ccncc1)/C(=C/c1cccc([N+](=O)[O-])c1)NC(=O)c1ccccc1,3,4,4,-7,-3,1,-0.1,-1.2,-14
Cc1cc(C)n2nc(SCC(=O)Nc3cc(Cl)ccc3C)nc2n1,/,-2,/,-6,6,-1,0.4,-1.0,-5
CS(=O)(=O)N1CCC(CO)(Cc2ccccc2C(F)(F)F)CC1,-16,-9,2,-6,-8,1,1.5,1.2,2
COc1cc(C(=O)Oc2cc(C)[nH]c(=O)c2[N+](=O)[O-])cc(OC)c1OC,8,-2,/,2,-9,-3,-0.4,-0.8,-5
CCOC(=O)C1CCN(C=Nc2cc(C)on2)CC1,11,-4,0,8,-3,2,-0.1,-0.1,11
CO/N=C/c1ccc(Sc2ccc(C)cc2)c([N+](=O)[O-])c1,9,1,-8,11,-6,7,0.6,0.4,6
Cc1ccc(OCC(=O)c2cc(C)n(-c3cc(C)on3)c2C)c([N+](=O)[O-])n1,25,-4,-27,2,-14,3,-0.6,-0.1,1
CC(C)(O)CC[C@@H](O)[C@](C)(O)[C@H]1CC[C@@]2(O)C3=CC(=O)[C@@H]4C[C@@H](O)[C@@H](O)C[C@]4(C)[C@H]3CC[C@]12C,/,1,/,/,6,0,0.5,/,5
CC(=O)NC(=O)Nc1sc(=S)n(C)c1C,-4,-4,-13,11,0,2,0.7,-0.1,-3
O=C1COc2ccc(S(=O)(=O)Nc3ccc(F)cc3)cc2N1,-18,8,33,-6,4,4,-0.2,-0.5,-3
S=c1[nH]nc(-c2cccs2)n1/N=C/c1cn(-c2ccccc2)nc1-c1ccc(Cl)cc1,15,-4,-3,4,1,2,0.0,0.1,-4
O=C(O)CC(SCC(=O)Nc1ccc(S(=O)(=O)N2CCCC2)cc1)C(=O)O (stereo not drawn),1,-6,1,1,18,1,2.1,0.9,-1
CCOc1ccccc1N1CC(c2nc3ccccc3n2CCCOc2ccccc2)CC1=O (stereo not drawn),/,1,-6,1,2,4,-0.4,0.1,-6

# In a second layout: entries from further up.
> Cc1ccc(OCC(=O)c2cc(C)n(-c3cc(C)on3)c2C)c([N+](=O)[O-])n1
- D2 antagonist: 25
- D1 potentiator: -4
- RXFP1 antag: -27
- D2 potentiator: 2
- D1 antagonist: -14
- D1 ag: 3
- TRHR agonist: -0.6
- D2 ag: -0.1
- TRHR enhancer: 1
> CC(C)(O)CC[C@@H](O)[C@](C)(O)[C@H]1CC[C@@]2(O)C3=CC(=O)[C@@H]4C[C@@H](O)[C@@H](O)C[C@]4(C)[C@H]3CC[C@]12C
- D2 antagonist: /
- D1 potentiator: 1
- RXFP1 antag: /
- D2 potentiator: /
- D1 antagonist: 6
- D1 ag: 0
- TRHR agonist: 0.5
- D2 ag: /
- TRHR enhancer: 5

# Further structures.
SMILES,D2 antagonist,D1 potentiator,RXFP1 antag,D2 potentiator,D1 antagonist,D1 ag,TRHR agonist,D2 ag,TRHR enhancer
CC(C)Cc1nc(SCC(=O)NCc2ccccc2)n[nH]1,/,-1,-12,10,0,9,0.7,/,6
Cc1ccc2cc(CCNC(=O)c3ccco3)c(=O)[nH]c2c1C,4,2,/,17,-3,1,-0.1,-2.5,4
Cc1ncoc1C(=O)Nc1ccccc1C(N)=O,-13,-12,4,9,-22,-1,-1.3,-1.3,7
O=c1oc2ccccc2c2[nH]ccc12,2,3,8,-5,-8,1,-0.1,0.3,5
COc1ccc(-c2nc3n(n2)C(c2cccc(C)c2)C(C(N)=O)=C(C)N3)cc1OC (stereo not drawn),/,0,4,14,-1,1,-0.2,0.7,-2
COc1ccc(NC(=O)CN(C)C(=O)CNC(=O)c2cccs2)cc1,-21,-1,0,-2,3,4,0.4,3.2,5
O=C(Oc1ccc(-c2nnco2)cc1)N1CCCCC1,16,0,8,34*,5,2,-0.2,0.9,4
O=C(N/N=C/c1cccnc1)C(O)c1ccccc1 (stereo not drawn),-19,0,-7,3,-19,2,0.2,2.1,1
Cn1c2ccccc2c(=O)c2ccc(C#Cc3ccc(N)cc3)cc21,26,-5,/,-3,16,12,1.8,1.2,9
O=C(NC1=NCCS1)c1cc(-c2cccnc2)nc2ccccc12,33*,0,-10,-2,-6,2,1.4,1.0,12
Cc1cccc(C(=O)NC2CCN(S(=O)(=O)c3ccc(F)cc3)CC2)c1,-7,6,-4,-5,-4,0,-2.3,-1.6,6
COC(=O)c1cc2sc(C)cc2n1Cc1nc(-c2cccc(Br)c2)oc1C,/,-3,2,20,10,0,-0.2,-0.4,-4

# Reprinted at random: 2 compounds from above
SMILES,D2 antagonist,D1 potentiator,RXFP1 antag,D2 potentiator,D1 antagonist,D1 ag,TRHR agonist,D2 ag,TRHR enhancer
O=C(Oc1ccc(-c2nnco2)cc1)N1CCCCC1,16,0,8,34*,5,2,-0.2,0.9,4
Cc1cccc(C(=O)NC2CCN(S(=O)(=O)c3ccc(F)cc3)CC2)c1,-7,6,-4,-5,-4,0,-2.3,-1.6,6

# Source: PubChem BioAssay (National Center for Advancing Translational Sciences (NCATS))
